PTEN del growth = growth suppressors of cells with PTEN tumor suppressor deletion; 140,000 tested, 1.2% active; AID 827; viability, % at 10 µM; HCT116 PTEN-null viability, CellTiter-Glo, 60 h; stronger effect = lower value;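 active means viability at or below a set limit, 4 SD under the median of all tested compounds, cut at about 3.7% in these data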;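 further: PTEN knockout HCT116 line with beta catenin targeted HCT116 as companion control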
Yeast life ext = yeast lifespan extension | S. cerevisiae growth with nicotinamide, OD615; deaD strain in restrictive glucose medium | inhibition of the nicotinamide effect, % at 10 µM | 130,000 tested, 0.68% active | AID 775;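 active means inhibition above a set limit, placed 3 SD over the median of all compounds, cut at about 26% in these data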;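 further: 0% = nicotinamide-treated wells and 100% = cells grown without nicotinamide; some compounds called inactive have numbers as strong as hits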
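assay system = DeaD-strain S. cerevisiae | measured by = absorbance at 615 nm | probe or stimulus = nicotinamide 1.5 mM | buffer or medium = CSMM-D glucose medium, restrictive | times = 48 h at 30 °C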
BB579 growth dn = yeast BB579 growth reduction in restrictive medium; S. cerevisiae BB579 growth, OD615, 48 h; inhibition, % at 10 µM; 140,000 tested, 0.51% active;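 active means inhibition above a set limit, 3 SD over the mean compound inhibition, cut at about 44% in these data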; further: inactives centre near -24
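Test system: DeaD yeast strain BB579 / Buffer or medium: restrictive glucose-based CSMM-D medium / Doses: single 10 µM dose / Schedule: 4 h cell preincubation, 48 h compound exposure, 30 °C humidified / Technique: culture absorbance at 615 nm / Controls: amphotericin B positive control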
MRP-1 activ = MRP-1 activation | viability increase, % at 10 µM | H69AR cells + doxorubicin, viability rescue, CellTiter-Glo | AID 799 | 140,000 tested, 0.61% active;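 active means viability gain under doxorubicin at or above a set limit, the compound median plus 3 SD, cut at about 4.7% in these data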;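 further: MRP-1 overexpressing cells given doxorubicin 25 µM after compound pretreatment; 18-22 h compound pretreatment then 72 h with doxorubicin before readout; 0% = doxorubicin-only wells and 100% = vehicle-treated cells without doxorubicin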
GALR2 blocker = GALR2 (human) receptor antagonism; O43603; GALR2-expressing cells, antagonist mode; inhibition, % at 4 µM; 140,000 tested, 0.39% active; in the data active means inhibition above about 27%;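 further: cells stimulated with galanin 1-16 at roughly its EC80; 0% = agonist challenge control and 100% = basal control without agonist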
Target sequence (O43603 whole entry, looked up): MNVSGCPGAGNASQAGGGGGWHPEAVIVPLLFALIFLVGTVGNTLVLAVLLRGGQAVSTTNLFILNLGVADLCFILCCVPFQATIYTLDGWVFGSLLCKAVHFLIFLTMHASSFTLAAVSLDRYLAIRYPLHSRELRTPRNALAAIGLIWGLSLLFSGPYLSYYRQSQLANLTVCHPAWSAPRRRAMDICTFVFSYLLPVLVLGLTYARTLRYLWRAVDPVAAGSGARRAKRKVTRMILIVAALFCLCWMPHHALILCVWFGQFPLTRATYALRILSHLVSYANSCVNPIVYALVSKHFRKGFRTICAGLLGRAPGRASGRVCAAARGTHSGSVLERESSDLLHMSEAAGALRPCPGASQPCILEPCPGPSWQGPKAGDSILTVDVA
Phagocyt inh = macrophage phagocytosis inhibition; inhibition, % at 5 µM; J774A.1 macrophage IgG-bead phagocytosis, imaging; 110,000 tested, 0.07% active;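 active means inhibition above the mean of the plate negative controls plus 5 SD, cut at about 13% in these data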;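 further: phagocytic index as fraction of beads internalized from green versus red external bead signal; plate controls were DMSO negative control for no effect and cytochalasin-D positive control for full effect; some results beyond the cut were filed as inactive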
NPY-Y2 antag = blocks the human neuropeptide Y Y2 receptor; P49146; NPY-Y2 expressing cells, antagonist mode; inhibition, % at 2.7 µM; 140,000 tested, 0.99% active; in the data active means inhibition above about 17%;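 further: 0% = vehicle with agonist challenge and 100% = reference antagonist with challenge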
Target sequence (P49146 whole entry, looked up): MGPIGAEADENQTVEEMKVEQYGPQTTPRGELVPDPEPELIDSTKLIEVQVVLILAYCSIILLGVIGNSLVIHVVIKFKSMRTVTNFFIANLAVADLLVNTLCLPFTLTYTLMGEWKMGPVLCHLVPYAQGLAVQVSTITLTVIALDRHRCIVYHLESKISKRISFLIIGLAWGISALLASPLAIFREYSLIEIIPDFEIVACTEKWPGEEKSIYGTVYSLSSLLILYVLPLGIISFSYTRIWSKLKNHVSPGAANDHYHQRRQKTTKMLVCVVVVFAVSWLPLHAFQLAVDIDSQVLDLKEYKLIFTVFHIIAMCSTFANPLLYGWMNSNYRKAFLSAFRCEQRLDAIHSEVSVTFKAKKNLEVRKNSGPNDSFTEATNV
Measles CPE = protection of cells from measles virus | Measles virus-infected cells, CPE protection, absorbance | protection (pct of control), % at 4 µM | 140,000 tested, 1.5% active | AID 841; in the data active means protection mostly above about 24%, no sharp cut-off; inactive means mostly below about 26%; further: some compounds called inactive have numbers as strong as hits
E-sel TNF inh = blocks E-selectin expression induced by TNF alpha; inhibition, % at 2 µM; 120,000 tested, 0.71% active; HUVEC TNFa-induced E-selectin immunofluorescence, high content;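 active means inhibition above the batch mean plus 3 SD, and confirmed as a hit on visual image review, cut at about 43% in these data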;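 further: 0% = TNF-stimulated DMSO wells and 100% = unstimulated control wells; not every result past the cut was called active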
bCat KO growth = beta-catenin-lacking colon tumor cell growth suppression | HCT116 beta-catenin knockout viability, CellTiter-Glo, 60 h; stronger effect = lower value | AID 818 | 140,000 tested, 1.5% active | viability, % at 10 µM;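 active means viability at or under a set limit, the compound median less 4 SD, cut at about 6% in these data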;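 further: 0% = Hyamine 1622 control at 20 µM and 100% = untreated cell control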
* = called active by the depositor.

For Cn1c(=O)c2c(nc(SCC(=O)NCc3ccco3)n2C)n(C)c1=O the results were PTEN del growth 103, Yeast life ext -8, BB579 growth dn 10, MRP-1 activ -1.1, GALR2 blocker -4, Phagocyt inh -1, NPY-Y2 antag 3, Measles CPE 33*, E-sel TNF inh 17 and bCat KO growth 100.
Screening O=C(O)c1cccc(NS(=O)(=O)c2ccc3nnn(O)c3c2)c1 returned PTEN del growth 115, Yeast life ext -14, BB579 growth dn -49, MRP-1 activ 0.3, GALR2 blocker -3, Phagocyt inh 2, NPY-Y2 antag 3, Measles CPE 10, E-sel TNF inh 49 and bCat KO growth 103.
`CC(C)(C)c1ccc(-c2nc(C#N)c(NCc3ccncc3)o2)cc1` gave PTEN del growth 66, Yeast life ext -7, BB579 growth dn 18, MRP-1 activ -0.1, GALR2 blocker -24, Phagocyt inh 4, NPY-Y2 antag 1, Measles CPE 3, E-sel TNF inh 11 and bCat KO growth 78.
Screening Cc1ccccc1NC(=O)c1ccccc1O returned PTEN del growth 55, Yeast life ext -28, BB579 growth dn 20, MRP-1 activ -1.5, GALR2 blocker 6, Phagocyt inh 7, NPY-Y2 antag 0, Measles CPE 24, E-sel TNF inh -27 and bCat KO growth 69.
For CCCCc1ccc(NC(=O)N[C@H](C(=O)O)C(C)C)cc1 the results were PTEN del growth 93, Yeast life ext 1, BB579 growth dn -27, MRP-1 activ -1.4, GALR2 blocker 2, NPY-Y2 antag 0, Measles CPE 13, E-sel TNF inh 15 and bCat KO growth 93.
Screening COc1ccccc1CC(NC(C)=O)C(=O)N1CCN(C(=O)c2cccs2)CC1 (configuration not stated) returned PTEN del growth 99, BB579 growth dn 7, MRP-1 activ -1.4, GALR2 blocker -5, NPY-Y2 antag 3, Measles CPE 6, E-sel TNF inh 2 and bCat KO growth 89.
`CC(C)C(=O)Nc1cccc(-c2nc3ccccc3c(=O)o2)c1` gave PTEN del growth 96, BB579 growth dn -27, MRP-1 activ -1.2, GALR2 blocker 6, NPY-Y2 antag 0, Measles CPE 7, E-sel TNF inh -11 and bCat KO growth 92.
CCCCN(Cc1ccccc1)C(=O)C1CCN(Cc2sccc2C)CC1 was read as PTEN del growth 75, Yeast life ext 5, BB579 growth dn -19, MRP-1 activ -1.7, GALR2 blocker -3, Phagocyt inh 0, NPY-Y2 antag 16, Measles CPE 3, E-sel TNF inh 7 and bCat KO growth 80.
CCOC(=O)/C(=N/Nc1ccc(OC)cc1)Sc1nnc(CCc2ccccc2)n1-c1ccccc1 was read as PTEN del growth 93, Yeast life ext 12, BB579 growth dn -15, MRP-1 activ -0.7, GALR2 blocker -9, Phagocyt inh -5, NPY-Y2 antag 4, Measles CPE 3 and bCat KO growth 88.
CO/N=C(/CNC(=O)c1ccccc1Cl)c1ccc(Cl)cc1 was read as PTEN del growth 82, Yeast life ext -19, BB579 growth dn -31, MRP-1 activ -0.4, GALR2 blocker 4, NPY-Y2 antag 4, Measles CPE 5, E-sel TNF inh -18 and bCat KO growth 90.
`COc1ccc(C2Nc3ccccc3C(=O)N2c2ccc(C)cc2)cc1Cn1nc(C)c([N+](=O)[O-])c1C` (configuration not stated) gave PTEN del growth 86, Yeast life ext 0, BB579 growth dn -20, MRP-1 activ -2.0, GALR2 blocker -3, Phagocyt inh -3, NPY-Y2 antag 1, Measles CPE 21, E-sel TNF inh 51 and bCat KO growth 87.
Cc1ccc(-c2cc(C(=O)Nc3ccccc3C)c3ccccc3n2)o1 was read as PTEN del growth 83, BB579 growth dn 0, MRP-1 activ -2.2, GALR2 blocker 1, NPY-Y2 antag 9, Measles CPE 17, E-sel TNF inh -1 and bCat KO growth 90.
Screening CCOC(=O)Nc1sc(C(=O)N(CC)CC)c(C)c1C(=O)OCC returned PTEN del growth 96, Yeast life ext 1, BB579 growth dn -50, MRP-1 activ 0.4, GALR2 blocker -4, Phagocyt inh 0, NPY-Y2 antag 2, Measles CPE 2, E-sel TNF inh 16 and bCat KO growth 105.
Screening Cc1ccc2c(c1)nnn2C1CCN(S(=O)(=O)c2cccc(S(=O)(=O)N(C)C)c2)CC1 returned PTEN del growth 60, Yeast life ext -13, BB579 growth dn -25, MRP-1 activ -2.5, GALR2 blocker -16, Phagocyt inh 9, NPY-Y2 antag 0, Measles CPE 4 and bCat KO growth 69.
`Cn1c(=O)n(CCOc2ccccc2Cl)c2ccccc21` gave PTEN del growth 91, Yeast life ext -10, BB579 growth dn -15, MRP-1 activ -1.8, GALR2 blocker 19, Phagocyt inh -2, NPY-Y2 antag 8, Measles CPE 0, E-sel TNF inh -18 and bCat KO growth 99.
For COc1cc(/C=N/Nc2ccc(Cl)cc2)ccc1OC(=O)c1cccs1 the results were PTEN del growth 83, Yeast life ext -9, BB579 growth dn -24, MRP-1 activ -2.1, GALR2 blocker 1, Phagocyt inh -8, NPY-Y2 antag 2, Measles CPE 2 and bCat KO growth 80.
Screening N/C(=N\OC(=O)c1ccco1)c1cccc(Br)c1 returned PTEN del growth 100, Yeast life ext -15, BB579 growth dn -8, MRP-1 activ -3.1, GALR2 blocker 5, Phagocyt inh -1, NPY-Y2 antag 3, Measles CPE 8, E-sel TNF inh -12 and bCat KO growth 96.
Screening O=C(c1cc2n(n1)C(C(F)(F)F)CC(c1ccco1)N2)N1CCc2ccccc2C1 (configuration not stated) returned PTEN del growth 83, Yeast life ext -4, BB579 growth dn 1, MRP-1 activ -4.3, GALR2 blocker 9, Phagocyt inh 1, NPY-Y2 antag 2, Measles CPE 13, E-sel TNF inh 48 and bCat KO growth 94.
Screening COC(=O)Cc1cc(=O)n2[nH]c(C(F)(F)F)nc2n1 returned PTEN del growth 94, Yeast life ext -14, BB579 growth dn -23, MRP-1 activ -1.0, GALR2 blocker -2, NPY-Y2 antag 0, Measles CPE 8, E-sel TNF inh -7 and bCat KO growth 92.
`CCN1CCCC1CNC(=O)Cn1cc2c(n1)CCC(C)C2` (configuration not stated) gave PTEN del growth 101, Yeast life ext -4, BB579 growth dn -13, MRP-1 activ -0.6, GALR2 blocker 2, Phagocyt inh 0, NPY-Y2 antag 12, Measles CPE 1, E-sel TNF inh -13 and bCat KO growth 89.
`O=C(O)c1ccc2nc(CO)[nH]c2c1` gave PTEN del growth 100, Yeast life ext 16, BB579 growth dn -34, MRP-1 activ 0.7, GALR2 blocker -6, Phagocyt inh 0, NPY-Y2 antag 4, Measles CPE 19, E-sel TNF inh -7 and bCat KO growth 88.
For O=C(NCCSc1c[nH]c2ccccc12)c1ccco1 the results were PTEN del growth 111, Yeast life ext -10, BB579 growth dn -3, MRP-1 activ -4.5, GALR2 blocker 10, Phagocyt inh 0, NPY-Y2 antag 3, Measles CPE 5 and bCat KO growth 98.
CSCCC(NC(N)=O)C(=O)NCc1ccccc1Cl (configuration not stated) was read as PTEN del growth 83, Yeast life ext -8, BB579 growth dn 6, MRP-1 activ -0.6, GALR2 blocker 11, Phagocyt inh -2, NPY-Y2 antag 2, Measles CPE 3, E-sel TNF inh 16 and bCat KO growth 100.
CCOC(=O)C1(C)NC(c2ccco2)C2C(=O)N(c3ccc(C)cc3)C(=O)C21 (configuration not stated) was read as PTEN del growth 93, BB579 growth dn -39, MRP-1 activ -1.7, GALR2 blocker 2, NPY-Y2 antag 3, Measles CPE 4, E-sel TNF inh -12 and bCat KO growth 90.
For Cc1cc(O)c(C(C)C)cc1NC(=O)c1cccc(Cl)c1 the results were PTEN del growth 99, Yeast life ext -7, BB579 growth dn 6, MRP-1 activ 2.8, GALR2 blocker 11, NPY-Y2 antag 0, Measles CPE 14, E-sel TNF inh 15 and bCat KO growth 96.
For CCOc1ncccc1C(=O)NCc1ccc(C)cc1 the results were PTEN del growth 100, Yeast life ext -7, BB579 growth dn -13, MRP-1 activ 0.1, GALR2 blocker -8, Phagocyt inh 5, NPY-Y2 antag 1, Measles CPE 11, E-sel TNF inh 8 and bCat KO growth 88.
Screening CC(CNS(=O)(=O)c1cc(Cl)ccc1Cl)CN(C)C (configuration not stated) returned PTEN del growth 111, Yeast life ext -12, BB579 growth dn -51, MRP-1 activ -0.8, GALR2 blocker 5, Phagocyt inh -1, NPY-Y2 antag 3, Measles CPE 19, E-sel TNF inh 9 and bCat KO growth 100.
Screening CC(C)c1c(Cl)c(O)c(-c2ccccc2)c(=O)n1-c1ccc(F)cc1 returned PTEN del growth 94, Yeast life ext 2, BB579 growth dn -17, MRP-1 activ -2.1, GALR2 blocker -9, Phagocyt inh -3, NPY-Y2 antag 1, Measles CPE 28 and bCat KO growth 92.
Screening Cc1ccccc1Cn1nc(C)c(NC(=O)c2nc3n(n2)C(C(F)F)CC(C)N3)c1C (configuration not stated) returned PTEN del growth 93, Yeast life ext -11, BB579 growth dn -29, MRP-1 activ -0.9, GALR2 blocker -14, Phagocyt inh 0, NPY-Y2 antag -1, Measles CPE 6, E-sel TNF inh 4 and bCat KO growth 87.
Screening O=C(CSc1nc2ccccc2c(=O)n1-c1ccc(F)cc1)NCc1ccco1 returned PTEN del growth 94, Yeast life ext -1, BB579 growth dn -63, MRP-1 activ -1.6, GALR2 blocker 9, Phagocyt inh -2, NPY-Y2 antag 10, Measles CPE 3, E-sel TNF inh -15 and bCat KO growth 93.
For COCCn1nnnc1SCC(=O)c1ccc(F)cc1 the results were PTEN del growth 98, Yeast life ext -9, BB579 growth dn 2, MRP-1 activ -2.3, GALR2 blocker -4, NPY-Y2 antag 1, Measles CPE 8 and bCat KO growth 95.
Screening CCC(=O)Nc1c(C(=O)N2CCN(c3ccccn3)CC2)cnn1-c1ccc(C)cc1 returned PTEN del growth 98, Yeast life ext 1, BB579 growth dn -16, MRP-1 activ -0.9, GALR2 blocker 1, Phagocyt inh -3, NPY-Y2 antag 2, Measles CPE 4, E-sel TNF inh 16 and bCat KO growth 91.
Screening Cc1occc1-c1nnc(SCC(=O)N2CCc3ccccc32)o1 returned PTEN del growth 90, Yeast life ext 4, BB579 growth dn -21, MRP-1 activ -1.7, GALR2 blocker -8, Phagocyt inh 3, NPY-Y2 antag 6, Measles CPE 14, E-sel TNF inh -38 and bCat KO growth 81.
For O=C(CCCC(=O)N(c1ccc2c(c1)OCCO2)C(C(=O)NC1CCCCC1)c1ccc(F)cc1)Nc1ccccn1 (configuration not stated) the results were PTEN del growth 87, Yeast life ext 8, BB579 growth dn -47, MRP-1 activ -5.5, GALR2 blocker -2, NPY-Y2 antag 1, Measles CPE 7, E-sel TNF inh 11 and bCat KO growth 87.
For COc1cccc2c(=O)cc(C)n(CC(=O)Nc3ccccc3C)c12 the results were PTEN del growth 74, Yeast life ext -11, BB579 growth dn -19, MRP-1 activ -2.2, GALR2 blocker -1, Phagocyt inh 0, NPY-Y2 antag 1, Measles CPE 5, E-sel TNF inh 7 and bCat KO growth 69.

Compound activity: PubChem, several laboratories
